PriA SSB inh: inhibitors of Klebsiella pneumoniae PriA binding to SSB C-terminal tail | AlphaScreen SSBct-PriA binding, biotinylated peptide | inhibition, % at 33 µM | 430,000 compounds, 0.6% hits; in the data active means inhibition mostly above about 37%, no sharp cut-off; inactive means mostly below about 20%;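 further: plate controls were negative control peptide for no effect and reference peptide for full effect; strong numbers were not always called active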
BoNT-A LC inh2: blocks Botulinum neurotoxin A light chain protease. multiplex microsphere protease substrate cleavage, flow cytometry. inhibition, % at 10 µM. 360,000 compounds, 0.17% hits. AID 588499; further: plate controls were buffer without enzyme for full effect and enzyme alone for no effect
TcdB inh: inhibitors of Clostridioides difficile toxin B glycohydrolase; TcdB glycohydrolase enzymatic assay, plate reader; AID 652162; P18177; inhibition, % at 9.99 µM; 350,000 compounds, 0.24% hits; in the data active means inhibition above about 10%
BH1578 lux ind: quorum light induction in luxS cqsA deficient V. cholerae | V. cholerae BH1578 lux reporter, luminescence, 6 h | activation, % at 18.7 µM | 350,000 compounds, 0.16% hits; in the data active means activation mostly above about 9.7%, no sharp cut-off; inconclusive means no clear call, values can overlap the other calls; inactive means mostly below about 3.7%; further: not every result past the cut was called active; inactives centre near 0; reference of the scale not given here
Yp Topo-I inh: inhibitors of Yersinia pestis topoisomerase I | Y. pestis Topo-I cleavage product accumulation, plate reader | activity, % at 10 µM | 360,000 compounds, 0.064% hits | AID 504884; in the data active means activity above about 50%, passing the limit was not always enough; inconclusive means no clear call, values can overlap the other calls; further: inactives centre near 2
PrPC surface inh: inhibitors of human cell surface prion protein PrPC | inhibition, % at 13.8 µM | 370,000 compounds, 0.43% hits | TR-FRET read-out | P04156; in the data active means inhibition above about 24%; further: 0% = median of the test wells and 100% = reference compound wells
Anthrax LF inh2: anthrax lethal factor protease inhibition. P15917. multiplex microsphere protease cleavage assay, LF. inhibition, % at 10 µM. 360,000 compounds, 0.12% hits. AID 588501; further: plate controls were buffer without enzyme for full effect and enzyme alone for no effect
Target sequence (P15917 whole entry, looked up): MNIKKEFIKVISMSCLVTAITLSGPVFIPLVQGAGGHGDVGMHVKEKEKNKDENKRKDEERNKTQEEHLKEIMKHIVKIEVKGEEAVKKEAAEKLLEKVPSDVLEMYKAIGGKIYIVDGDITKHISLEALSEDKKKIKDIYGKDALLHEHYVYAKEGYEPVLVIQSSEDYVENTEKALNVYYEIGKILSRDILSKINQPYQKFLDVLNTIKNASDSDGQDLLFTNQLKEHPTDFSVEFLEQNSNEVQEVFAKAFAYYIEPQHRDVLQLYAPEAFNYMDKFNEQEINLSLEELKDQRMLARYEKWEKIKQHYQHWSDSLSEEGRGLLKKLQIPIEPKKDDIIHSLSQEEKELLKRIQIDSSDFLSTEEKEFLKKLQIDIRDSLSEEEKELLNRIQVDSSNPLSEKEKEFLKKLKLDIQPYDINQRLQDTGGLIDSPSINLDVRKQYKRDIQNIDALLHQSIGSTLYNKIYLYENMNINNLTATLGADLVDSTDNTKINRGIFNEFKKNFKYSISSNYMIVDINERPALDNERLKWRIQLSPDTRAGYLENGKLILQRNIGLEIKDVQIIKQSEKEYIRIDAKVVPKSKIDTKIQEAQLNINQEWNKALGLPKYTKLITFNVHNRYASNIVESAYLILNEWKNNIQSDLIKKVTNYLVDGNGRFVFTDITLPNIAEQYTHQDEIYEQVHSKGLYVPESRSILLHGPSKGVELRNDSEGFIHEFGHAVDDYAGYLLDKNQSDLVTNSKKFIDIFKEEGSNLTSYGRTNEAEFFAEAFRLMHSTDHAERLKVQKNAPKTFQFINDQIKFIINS
PfHsp40 rescue: rescue of PfHsp40-mediated yeast toxicity; S. cerevisiae expressing PfHsp40, growth rescue, ATP luminescence; 340,000 compounds, 0.68% hits; AID 504582; growth rescue, % at 12.5 µM; in the data active means growth rescue above about 28%, passing the limit was not always enough; inconclusive means no clear call, values can overlap the other calls;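 further: yeast W303a lacking pdr1 and pdr3 grown in galactose medium; growth measured after three days at 30 °C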
SARS 3CLpro inh: SARS-CoV 3CLpro protease inhibition | inhibition, % at 6 µM | P0C6X7 | 290,000 compounds, 0.14% hits | recombinant SARS-CoV 3CLpro, quenched FRET peptide cleavage; in the data active means inhibition above about 12%
Active calls of the source: *; i = inactive; ? = inconclusive; / = not tested or not shown. Unless noted, no stated cut-off is given here; in the data, active means inhibition above about 30%; inconclusive means no clear call, values can overlap the other calls; inactive means below that. This is a subset; count on the stated rates, not on these rows.

SMILES	PriA SSB inh	BoNT-A LC inh2	TcdB inh	BH1578 lux ind	Yp Topo-I inh	PrPC surface inh	Anthrax LF inh2	PfHsp40 rescue	SARS 3CLpro inh
O=C(C[n+]1cccc2ccccc21)c1ccc(Cl)cc1	-1	28	0.8	-1.4	-1	-28	16	1.0	-4
Cn1c(SCC(=O)NCCc2ccccc2)nc2c([nH]c3ccccc32)c1=O	0	0.7	0.6	1.4	3	5	0	0.5	-3
O=C(NCCCN1CCOCC1)c1ccccc1NS(=O)(=O)c1cc([N+](=O)[O-])ccc1Cl	-5	0.0	0.1	-0.2	-5	-22	-1	-0.8	-2
COc1ccccc1Nc1cc(C(=O)NCc2cccnc2)c2ccccc2n1	-12	-1.3	1.1	i	14	0	9	0.9	-1
NC(=O)C1CCN(c2nnnn2-c2ccccc2)CC1	-3	0.8	/	i	-1	5	1	-0.8	4
O=C1N=C(N2CCOCC2)S/C1=C\c1ccccc1OS(=O)(=O)c1ccccc1	-12	-0.3	0.7	i	15	-6	8	1.0	1
O=C(Nc1c2c(nn1-c1ccc(Cl)cc1)CS(=O)(=O)C2)c1ccc2c(c1)OCO2	-13	-0.6	/	2.9	-9	-7	-6	1.3	0
Nc1nnc2cc(F)ccc2n1	/	0.7	2.7	i	4	-27	-9	/	/
CC1=CCC2C(=O)N(c3cccc(C(=O)NC(C)c4ccccc4)c3)C(=O)C2C1 (stereo unspecified)	-28	-3.1	0.3	-2.1	-5	-2	-2	0.0	-1
CCN(C(=O)CSc1nc2nc(C)cc(C)n2n1)C1CCS(=O)(=O)C1 (stereo unspecified)	5	0.6	0.7	i	2	5	6	-0.1	-1
Cc1cc(C)c2nc(NC(=O)[C@@H](NC(=O)c3cccc(S(=O)(=O)N4CCOCC4)c3)C(C)C)sc2c1	-5	0.0	/	-0.3	15	-2	4	1.0	-2
CCCN(CCC)S(=O)(=O)c1cc(Br)cc2c1N(C(=O)CC)CC2	-10	0.2	/	i	-1	-3	0	0.2	/
COc1ccc(/C=N/NC(=O)c2ccc(Br)cc2)cc1Cn1cc(Cl)cn1	/	0.3	1.0	-0.2	22	-2	0	-0.3	-1
O=C(NNC1=NS(=O)(=O)c2ccccc21)c1cccc([N+](=O)[O-])c1	-5	-0.2	0.9	0.7	1	-13	-6	-0.1	6
CCN(CC)C(=O)Cn1cc(C(=O)C(=O)N2CCN(C)CC2)c2ccccc21	-14	-0.5	1.3	-0.5	7	4	2	0.7	3
COc1cccc(C2C(C(=O)c3sc(C)nc3C)=C(O)C(=O)N2CCN2CCOCC2)c1OC (stereo unspecified)	-19	0.9	/	-0.9	13	1	2	-1.2	3
Cc1cccc(S(=O)(=O)Nc2cccc3c2C(=O)c2ccccc2-3)c1	2	0.0	/	3.0	-2	2	-2	0.0	-2
COc1ccc2ccccc2c1C1CC(=O)N2CN(Cc3ccco3)CSC2=C1C#N (stereo unspecified)	2	0.8	2.8	-0.3	1	-3	-7	-0.2	-1
COc1ccccc1C(=O)NC(CCSC)C(=O)N1CCN(C/C=C/c2ccccc2)CC1 (stereo unspecified)	4	-2.3	-0.4	-1.0	-1	-12	-2	0.8	/
Cc1ccc(C(=O)O/N=C(\N)c2cccnc2)cc1[N+](=O)[O-]	i	-0.8	1.5	-0.7	2	-29	-3	1.2	7
NNC(=O)CSc1c(-c2ccccc2)c2cc(Cl)ccc2[nH]c1=O	3	1.7	0.6	0.3	-2	-3	-8	0.8	9
COc1ccc2c(c1)[C@H]1[C@H](CO2)[C@H](c2ccccc2)[C@]2(C)C(=O)Nc3cc(F)c(F)cc3C(=O)N12	15	-0.5	0.6	i	1	14	4	4.7	/
O=C(CSc1nc2c(sc3ccccc32)c(=O)n1CCCN1CCCC1)NCc1ccccc1	9	0.2	0.7	i	3	-19	-4	1.1	-1
CC(C)(C)c1cc(CN2CCN(CCO)CC2)cc(C(C)(C)C)c1O	-6	0.1	/	i	-6	-1	-5	-0.5	-5
CC(=O)Nc1cccc(NC(=O)CSc2nc(=O)n(CCCN3CCOCC3)c3c2CCC3)c1	11	?	-1.7	-0.3	-3	1	3	-0.5	/
Cc1ccc2[nH]cc(CCNC(=O)CN3C(=O)c4ccccc4C3=O)c2c1	-1	-0.4	0.6	-2.7	3	-1	0	-1.0	2
C#CCOc1ccc(/C=C2/C(=O)NN(c3ccc(F)cc3)C2=O)cc1OC	-1	0.0	0.6	-0.6	-11	-4	4	-1.2	-3
CC1CCC(NC(=O)C(NS(=O)(=O)c2cccc3nsnc23)C(C)C)CC1 (stereo unspecified)	12	-0.2	1.0	i	-5	-32	1	-0.8	-1
Cc1ccc(CNC(=O)c2ccccc2NC(=O)C2=CSCCO2)cc1	5	-3.0	1.0	i	9	4	-3	0.6	1
COc1cccc(C(=O)Nc2ccccc2-c2ccccc2)c1	-45	0.5	-5.2	i	11	-5	12	0.6	/
O=C(/C=C\c1ccc(-c2ccccc2)o1)c1ccccc1	-7	66*	/	-0.4	-3	-8	27	-1.1	6
O=C(COC(=O)c1cc(Cl)nc2ccccc12)c1ccc(Cl)cc1	0	0.5	0.4	i	-6	9	-3	-1.1	12
CCOC(=O)c1[nH]c(C)c(C(=O)Nc2cc(OC)ccc2OC)c1C	-1	-0.5	/	-0.4	4	7	-3	0.9	-5
CCOc1ccc(NC(=O)Nc2cccs2)cc1	4	-0.1	/	-0.3	11	5	-4	-0.7	7
O=C(COC(=O)c1ccccn1)Nc1nccs1	14	-0.7	/	-0.2	0	0	-12	-0.3	1
CC1CCN(CC(=O)N(C)c2c(N)n(Cc3ccccc3)c(=O)[nH]c2=O)CC1	-29	0.3	-0.2	4.6	-9	2	3	-0.6	/
COc1cc(CN2CCCC(CO)(Cc3ccccc3C)C2)cc2c1OCO2 (stereo unspecified)	1	-0.2	-0.3	0.4	31	9	0	-0.2	-2
COc1ccc(NC(=O)Nc2cnccn2)cc1OC	-6	3.4	1.9	i	-1	-5	-5	-0.2	1
Cc1ccc(C2C3=C(CC(C)(C)CC3=O)NC3=C2C(=O)CC(C)(C)C3)o1	-9	-1.6	/	-0.3	-3	-2	0	-0.6	1
CC1(C)CNC(=O)c2sc(NC(=O)c3ccccc3)nc2C1	-2	-1.8	0.6	i	1	8	-10	-0.9	1
Cc1nn(C(C)C(=O)NCc2ccccc2F)c(=O)c2nn(-c3ccccc3)c(C)c12 (stereo unspecified)	6	1.6	0.7	-0.4	6	2	3	-0.1	-1
Cc1ccc(OCC(=O)N(C)CC(=O)Nc2ccc(F)c(F)c2F)cc1	-12	1.9	3.0	-1.4	-2	-8	-6	-1.1	/
CCCCSc1ccc(NC(=O)c2cccnc2)cc1	-7	0.2	/	-12	9	2	-3	-0.3	0
COc1ccc(C2CC(=O)Oc3c(C(CCN4CCOCC4)c4cc(OC)c(OC)c(OC)c4)c(OC)cc(OC)c32)cc1 (stereo unspecified)	8	-0.1	0.1	i	0	-1	-3	1.7	/
CC1(C(=O)O)CCC(C(=O)N2CCOCC2)C1(C)C (stereo unspecified)	-3	-0.3	/	i	2	2	0	-0.1	0
Cc1c([N+](=O)[O-])cc(C(=O)Oc2cccc(C(=S)N3CCOCC3)c2)cc1[N+](=O)[O-]	4	0.2	1.4	i	-7	-7	-2	-1.5	-2
CCOC(=O)C1CCN(C(c2cccc(F)c2)c2sc3nc(C)nn3c2O)CC1 (stereo unspecified)	-7	0.8	1.2	-0.6	6	5	4	0.9	2
S=c1[nH]nc(-c2cc(-c3ccco3)[nH]n2)n1-c1ccccc1Cl	1	-0.7	/	-0.3	2	-2	1	0.4	8
CCN1CCCc2cc(CN(CCN3CCOCC3)C(=S)Nc3cc(F)cc(F)c3)ccc21	12	0.0	-5.8	i	3	-4	-5	1.6	3
Cc1ccc(N/N=C(\C#N)C(N)=S)cc1C	/	0.3	-0.1	-0.4	-4	-3	-3	?	-4
COC(=O)c1ccccc1S(=O)(=O)C(C)(C)C	-17	1.0	/	i	0	7	0	-0.2	1
O=C(CN1C(=O)S/C(=C\c2ccccc2)C1=O)NNC(=O)c1ccccc1O	9	-0.3	/	i	-8	-5	0	0.5	1
C=CCN1C(=O)N(c2ccc(F)cc2)C(=O)C1CC(=O)Nc1ccc(Cl)cc1 (stereo unspecified)	-3	-0.5	1.5	-0.3	2	-4	0	1.4	-5
COCCNC(=O)c1onc(CSc2ccccc2C)c1C(=O)O	-15	-0.5	1.7	-0.5	1	-2	-5	1.3	1
Cc1nn(C)cc1C1C(C#N)=C(N)N(c2ccc(F)c([N+](=O)[O-])c2)C2=C1C(=O)CCC2 (stereo unspecified)	-1	0.8	/	-0.2	-9	-13	-2	-1.1	1
O=C(c1cc(-c2ccncc2)nc2ccc(Br)cc12)N1CCN(c2ccccn2)CC1	0	-1.8	/	i	35	5	2	1.5	-1
CSc1nc(N)nc(SC2C=CCCC2)c1C#N (stereo unspecified)	-8	1.0	0.9	-1.9	25	10	6	3.9	-10
N#Cc1ccc(C(=O)NCCCSc2ccccc2)cc1	-3	0.3	-0.5	-0.2	3	3	0	-0.4	-3
CC1CCN(c2c(NCC3CCC(C(=O)NCc4ccccc4)CC3)c(=O)c2=O)CC1 (stereo unspecified)	-15	-0.8	0.0	-0.3	9	4	-9	-2.0	-2
COC(=O)Nc1c(C(=O)OC)cc(OC)c(OC)c1OC	-8	/	/	i	-2	-5	/	-1.0	-7
COc1cccc(Nc2nc(-c3cccs3)nc3ccccc23)c1	-66	-0.1	0.7	-6.7	-33	7	-2	279*	4
O=[N+]([O-])/C=C/c1c(OCc2ccccc2)ccc2ccccc12	/	21	/	i	0	/	22	-0.8	3
COc1cc(C(=O)NCC2(c3ccccc3)CCCC2)cc(OC)c1OC	-13	-3.8	0.8	0.0	25	-2	-7	-1.2	-7

Random excerpt: 5 records from the list.
SMILES	PriA SSB inh	BoNT-A LC inh2	TcdB inh	BH1578 lux ind	Yp Topo-I inh	PrPC surface inh	Anthrax LF inh2	PfHsp40 rescue	SARS 3CLpro inh
CSc1nc(N)nc(SC2C=CCCC2)c1C#N (stereo unspecified)	-8	1.0	0.9	-1.9	25	10	6	3.9	-10
C=CCN1C(=O)N(c2ccc(F)cc2)C(=O)C1CC(=O)Nc1ccc(Cl)cc1 (stereo unspecified)	-3	-0.5	1.5	-0.3	2	-4	0	1.4	-5
S=c1[nH]nc(-c2cc(-c3ccco3)[nH]n2)n1-c1ccccc1Cl	1	-0.7	/	-0.3	2	-2	1	0.4	8
O=C(CSc1nc2c(sc3ccccc32)c(=O)n1CCCN1CCCC1)NCc1ccccc1	9	0.2	0.7	i	3	-19	-4	1.1	-1
NNC(=O)CSc1c(-c2ccccc2)c2cc(Cl)ccc2[nH]c1=O	3	1.7	0.6	0.3	-2	-3	-8	0.8	9

Source: PubChem (several laboratories)
